# MsrA inh = inhibits bovine methionine sulfoxide reductase A; purified bovine MsrA, absorbance read-out; inhibition, % at 15.5 µM; 360,000 tested, 0.75% active; AID 651718; in the data active means inhibition above about 4.5%;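 further: 0% = vehicle wells with enzyme and 100% = reference inhibitor wells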
# SKN-1 block = inhibitors of C. elegans SKN-1; C. elegans VP596 Pgst-4::GFP/RFP ratio, acrylamide-induced, 24 h; 360,000 tested, 0.49% active; inhibition, % at 21.8 µM;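 active means interference check ratio from 0.5 to 1.5 plus GFP to RFP signal ratio inhibition reaching or exceeding a fixed threshold, cut at about 30% in these data, passing the limit was not always enough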; further: some compounds called inactive have numbers as strong as hits
# MsrA act = bovine methionine sulfoxide reductase A activation; activation, % at 10.6 µM; AID 602163; 360,000 tested, 0.3% active; purified bovine MsrA, absorbance read-out; in the data active means activation above about 7.5%;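 further: 0% = vehicle and 100% = reference activator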
# MT1-MMP act inh = blocks activation of human MT1-MMP; GFP/RFP ratio change, % at 20 µM; 360,000 tested, 0.061% active; AID 651647; HT1080 RFP-PRO-GFP cells, GFP/RFP ratio fluorescence, overnight; percent of plate control window, DMSO zero;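 active means GFP/RFP ratio change of at least 30% with cell ATP level not reduced by more than half and red fluorescence within 50% of control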; further: strong numbers were not always called active
#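 Test system: HT1080 RFP-PRO-GFP cells; Benchmarks: DMSO and RFP-L50D-GFP cell wells; Timing: cells overnight before dosing, compound overnight, 37 °C, 5% CO2; Compound: one 20 µM compound dose with 1% DMSO; Read-out: GFP/RFP fluorescence ratio.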
# PABP1 MLLE inh = inhibitors of microRNA-mediated deadenylation, human PABP1 MLLE binding; GST-MLLE / FITC-PAM2 fluorescence polarization; 360,000 tested, 0.36% active; inhibition, % at 20 µM; in the data active means inhibition above about 35%, passing the limit was not always enough;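 further: plate controls were DMSO wells with GST-MLLE for no effect and wells lacking GST-MLLE protein for full effect; some results filed as inactive read as strong as hits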
# Tb MetRS inh = blocks T. brucei methionyl-tRNA synthetase activity | inhibition, % at 11.9 µM | 360,000 tested, 0.4% active | purified T. brucei MetRS, ATP depletion, Kinase-Glo luminescence;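 active means inhibition above a per-plate cutoff of the control wells' mean inhibition plus 3 SD, cut at about 5.5% in these data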;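 further: 0% = DMSO wells median and 100% = median of wells with control inhibitor compound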
#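 technique = Kinase-Glo luminescence, ATP depletion format | system = purified MetRS (methionyl-tRNA synthetase) enzyme from Trypanosoma brucei | timing = 15 min preincubation, 2 h reaction, all 25 °C | evaluation = percent inhibition versus plate control medians | dosing = single dose, 11.9 µM final nominal, 0.9% final DMSO | also added = substrates ATP, L-methionine and bulk Escherichia coli tRNA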
# CendR NRP1 mod = alters CendR peptide binding to human NRP-1; O14786; FAM-RPARPAR peptide binding to NRP-1, fluorescence polarization; inhibition, % at 25 µM; 360,000 tested, 0.85% active; AID 602438;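 active means inhibition or corrected inhibition above about 18%, plus a signal ratio from 0.5 to 1.5, limit read from the data, passing the limit was not always enough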; further: strong numbers were not always called active
# FAS-TE inh = FAS thioesterase (human) inhibition; AID 602261; inhibition, % at 15 µM; recombinant FAS-TE, OMFH fluorogenic substrate, fluorescence endpoint; 360,000 tested, 0.67% active; P49327;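 active means compounds whose normalised, plate-corrected inhibition of enzyme fluorescence in the single-dose primary screen is 50% or more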;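 further: 0% = DMSO with enzyme and 100% = substrate without enzyme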
# E coli Lon inh = inhibits E. coli Lon protease | inhibition, % at 7.94 µM | 360,000 tested, 0.42% active | AID 602123 | P0A9M0 | purified E. coli Lon protease, fluorescence polarization; in the data active means inhibition above about 13%, passing the limit was not always enough;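 further: 0% = enzyme with probe and DMSO and 100% = no enzyme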
# The depositor's hits bear a star; nt = no result given. Rows are unselected; any-hit rate near 4%.
SMILES,MsrA inh,SKN-1 block,MsrA act,MT1-MMP act inh,PABP1 MLLE inh,Tb MetRS inh,CendR NRP1 mod,FAS-TE inh,E coli Lon inh
COc1ccc(-c2cc(-c3ccc(N)cc3)nc(N)c2C#N)cc1OC,2.2,7,-2,2,4,0.8,-12,4,-2
NS(=O)(=O)c1ccc(NC(=O)COC(=O)COc2ccccc2)cc1,0.3,2,-4,-4,-7,-0.7,11,-11,-12
O=C(COC(=O)c1ccc(Cl)c(S(=O)(=O)N2CCCCC2)c1)NCC1CCCO1 (stereo not given),-0.4,-2,-14,-3,5,-0.6,8,-2,-3
CCC(=O)Nc1ccc2c(c1)N(C(C)=O)c1ccccc1CC2,-0.8,1,0,3,3,-0.1,-1,-1,-9
C=CCNc1nnc(SC2CC(=O)N(c3ccc(OC)cc3)C2=O)s1 (stereo not given),0.8,-4,-8,3,28,-0.6,-3,-6,-5
CSc1ccc(CNC(=O)C2(C)CCCN2CC(C)C)cc1 (stereo not given),-1.0,-4,-2,1,1,0.0,-1,-1,-6
Cc1ccc(C)c(NC(=O)CSc2nnc(-c3n[nH]c4ccccc34)o2)c1,1.7,0,-2,0,-9,-0.2,10,-34,-5
COc1ccc(/C=N/NC(=O)c2cccc(Br)c2)cc1CSc1ccccn1,1.6,4,-4,4,2,0.6,4,16,7
O=c1c2ccccc2nc(/C=C/c2ccc(Br)cc2)n1CCCO,2.8,8,-4,-3,9,-0.1,4,6,1
CCC1(C)Cc2ccccc2-c2nc(NCCO)n(-c3ccccc3)c(=O)c21 (stereo not given),0.7,17,-13,0,-1,-1.3,7,-7,3
CC(C)(C)OC(=O)C[C@@H]1C/C=C\C[C@@H](CC(=O)N[C@H](CO)Cc2ccccc2)C(=O)N2CCC[C@H]2COC1=O,-0.6,0,-2,-4,9,0.4,6,-10,-11
CCOC(=O)c1ccc(NC(=O)CCC2COc3ccccc3O2)cc1 (stereo not given),2.9,-11,-9,9,1,-1.6,4,14,6
COc1ccccc1CCNC(=O)C(=O)NCC1OCCN1S(=O)(=O)c1ccc([N+](=O)[O-])cc1 (stereo not given),-0.8,10,-4,4,-7,-0.2,5,13,-6
Cc1ccccc1OCCC(=O)N1CCN(S(=O)(=O)c2ccc(Br)cc2)CC1,-0.8,14,-2,-7,23,-0.2,-5,34,-10
Cc1cccc(OCC(=O)Nc2ccc(S(=O)(=O)Nc3onc(C)c3C)cc2)c1C,-0.8,5,-4,1,6,0.2,2,-3,-6
COc1ccc(F)cc1C(=O)C1CCCN(C(=O)C2=C(C)OCCO2)C1 (stereo not given),-0.3,-2,-8,1,-12,-0.3,-1,-9,-7
C#CCOCCOCCOCCNc1nc(N2CCN(C(=O)C([C@@H](C)CC)n3cc(C(N)CC(C)C)nn3)CC2)nc(N2CCN(C(=O)[C@H](CCC(=O)O)n3cc(C(N)Cc4ccc(O)cc4)nn3)CC2)n1 (stereo not given in full),nt,7,2,2,-8,-0.5,10,-3,-11
COc1ccc2c(c1OC)C(=O)N(c1ccccc1)C2=O,0.4,-3,-14,-2,-6,-1.2,1,-7,-6
CC(C)C(=O)OCC(=O)Nc1ccc(N=Nc2ccccc2)cc1,1.6,23,-5,13,4,-1.1,15,20,-3
CCCCNC(=O)c1cc2cc(OC)ccc2[nH]1,0.8,-12,-8,1,5,-0.4,-4,-4,5
COc1cc2c(cc1OC)C(C)N(C(=O)c1cc3c(s1)-c1ccccc1OC3)CC2 (stereo not given),1.3,5,-3,-5,8,-0.2,-8,27,-9
O=C(NC1CCCc2ccccc21)C(Cc1ccccc1)NS(=O)(=O)c1cccs1 (stereo not given),0.6,-5,2,-9,-15,0.0,-4,1,-7
Cc1ncc(CO)c(/C=N/Nc2cccc(Cl)n2)c1O,9.4*,1,2,5,0,0.1,-6,-2,-11
Cc1cccc(OCCNS(=O)(=O)c2ccc(Cl)cc2)c1,-0.2,0,0,-2,-1,-0.2,-9,14,-5
Cc1ccc(SCCNC(=O)c2ccccc2C)cc1,0.6,2,-12,3,-3,-2.5,6,-2,-1
Cc1cc(C(=O)Nc2ccc(N3CCOCC3)c3nonc23)ccc1[N+](=O)[O-],-0.2,20,-3,6,-2,-0.2,7,2,-4
COc1ccc(NC2=C(C(C)=O)C(c3ccc(OC)cc3)C(C(C)=O)C(C)(O)C2)cc1 (stereo not given),2.2,-3,-14,nt,12,-1.3,1,-2,8
Cc1cccc(C)c1Nc1nnc(SCC(=O)NCCCN2CCCC2=O)s1,-1.5,16,-3,0,-13,0.1,-4,-5,3
C=CCn1c(SCC(=O)c2ccc(Cl)s2)nc2ccccc2c1=O,-0.9,-9,-3,-2,8,0.3,5,26,0
O=c1c2ccccc2nc(/C=C/c2ccc([N+](=O)[O-])cc2)n1CCCO,2.7,12,0,13,14,0.9,-2,7,-4
O=C(CSc1nnc(CNC(=O)c2ccc(F)cc2)o1)NCc1ccccc1,0.1,-12,0,-1,25,0.4,8,-3,-13
COc1ccc(/C(C)=N/Nc2cccc(C(=O)O)c2)cc1OC,-0.1,3,-4,5,9,-0.9,-10,-2,-2
COc1cccc(NC(=O)COc2c(F)c(F)c(C(F)(F)F)c(F)c2F)c1,0.4,-7,-2,2,2,1.3,1,58*,-2
Cc1ccc2c(CN3CCN(c4ccccc4F)CC3)cc(=O)oc2c1,0.2,2,-4,4,8,-0.4,-8,19,-1
COc1ccc(OC)c(CN2CCN(C(=O)c3ccc(C)c(S(=O)(=O)Nc4ccccc4OC)c3)CC2)c1,-0.4,5,1,0,-2,-0.3,0,0,2
CC1CN(C(=O)c2cc(S(=O)(=O)N3CCN(c4ccccc4)CC3)ccc2Cl)CC(C)O1 (stereo not given),-0.8,25,-3,-4,2,-0.4,0,4,-2
O=C(Cc1ccc(S(=O)(=O)N2CCOCC2)s1)Oc1ccc(F)cc1,-1.1,0,0,-7,-9,-0.4,-9,7,-10
COc1ccc(-c2csc(NC(=O)CS(=O)(=O)c3ccccc3)n2)cc1,-0.1,16,0,1,9,0.0,2,7,4
CCn1ccnc1CN(C)Cc1cn[nH]c1-c1ccc(OC)c(F)c1,1.3,-4,-2,-16,-6,-0.5,-16,-4,5
Cc1nnc(SCC(=O)NC2CCCc3ccccc32)n1-c1ccccc1 (stereo not given),-0.8,6,-3,1,3,-0.3,11,-4,3
COc1ccc([C@@H]2CC=C(C(=O)O)[C@H](c3ccc(C)cc3)N2S(=O)(=O)c2ccccc2C)cc1,-1.0,-3,-3,2,5,0.1,-5,-6,-6
Cc1ccc(C(=O)OCC(=O)NCc2ccco2)cc1,-0.8,2,-3,9,3,0.4,3,-6,-5
O=C(OCc1nnc(-c2ccc([N+](=O)[O-])cc2)o1)c1ccc(F)c(S(=O)(=O)N2CCOCC2)c1,-0.6,10,-2,19,2,-0.4,0,17,-11
CC(=O)Nc1cc(-c2ccc(C(=O)NC3CC3)cc2)cn2c(-c3ccc(F)c(Cl)c3)cnc12,0.0,17,-3,-9,-40,0.0,-28,17,-23
COc1ccc(N2C3=[N+](CC2(C)O)c2ccccc2CC3)cc1 (stereo not given),0.9,12,-2,2,4,0.1,-20,-6,2
COC(=O)[C@H](C(C)C)N(Cc1ccccc1)S(=O)(=O)CCN1CCN(c2ccccc2)CC1,2.8,0,-5,-1,-2,-0.5,5,18,-4
O=C(NCc1ccccc1OC(F)(F)F)C1CCC(=O)N(Cc2ccccn2)C1 (stereo not given),0.6,1,-1,-3,15,0.1,8,-4,-3
COc1ccc(S(=O)(=O)NNC(N)=S)cc1,0.9,-1,-1,-3,-59,0.1,13,-6,0
Cc1ccc(OCC(=O)Nc2ccc3c(c2)nc(CCN2CCN(C)CC2)n3C)cc1,-1.5,9,-2,1,2,-0.5,12,-6,-3
COc1cccc(C(=O)OC2CCN(C)CC2)c1,0.0,3,-5,0,9,-0.9,2,-6,-5
CC(C)=NNc1cnnc2ccc([N+](=O)[O-])cc12,nt,6,1,5,-70,-0.6,16,3,2
C/C(CC(=O)NC(C)(C)C)=N\NC(N)=S,0.2,5,-2,-5,7,-0.9,-10,-6,8
CCC(=O)Nc1ccc(C(=O)OCC(=O)c2ccc(C)c([N+](=O)[O-])c2)cc1,-0.5,14,-13,6,3,-1.1,-10,-5,-20
Cc1nc2cc(C(=O)NCc3cccnc3)ccc2n1-c1ccc(F)cc1F,0.4,-1,-7,-1,-14,-0.6,-21,-9,1
O=C(CCCN1C(=O)c2ccccc2C1=O)Nc1nncs1,1.6,19,0,4,0,-0.4,2,-5,-9
CCN(CC)S(=O)(=O)c1ccc(N/N=C(\C)c2ccncc2)nc1,3.4,-4,-8,0,6,-0.3,2,-1,2
Cc1ccc(-n2c(C)cc(C3N=C(N)Nc4nc5ccccc5n43)c2C)c(C)c1 (stereo not given),-0.6,1,-2,-4,2,1.1,-14,-8,-2
O=C(CCc1nnc(CCCCc2ccccc2)o1)NCCn1cccn1,0.5,-5,-2,0,-3,-0.3,-1,-7,4
COC(=O)C(Cc1ccc(O)cc1)NC(=O)NC12CC3CC(CC(C3)C1)C2 (stereo not given),1.2,6,0,-2,-4,-0.1,21,2,0
CCOC(=O)C1(CCCc2ccccc2)CCN(C(=O)CCN2CCCCC2=O)CC1,-0.9,1,-3,1,14,0.2,8,-2,1

# More structures:
SMILES,MsrA inh,SKN-1 block,MsrA act,MT1-MMP act inh,PABP1 MLLE inh,Tb MetRS inh,CendR NRP1 mod,FAS-TE inh,E coli Lon inh
O=C1c2ccccc2C(O)(c2ncc[nH]2)N1CCc1ccccc1 (stereo not given),-0.9,-3,-6,-1,-5,-1.2,4,-5,-3
CCC(=O)Nc1cccc(-c2csc(-c3ccccc3)n2)c1,-0.1,-3,1,4,-1,1.1,4,-4,-11
Cc1ccccc1N(CC(=O)NCc1ccco1)C(=O)CCC(=O)Nc1nccs1,1.6,-5,-5,1,6,-0.4,-7,-2,0
CCCc1nnc(NC(=O)CCC(=O)NC2CCCCC2)s1,0.2,14,-3,-1,5,-0.3,9,-3,-11
COc1ccc(NC(=O)CSc2nc(N)c(C#N)cc2C#N)cc1,2.1,3,2,-9,-36,0.6,-43,27,-30
CC1CN(S(=O)(=O)c2cc(C(=O)N(C)Cc3cccs3)ccc2Cl)CC(C)O1 (stereo not given),0.6,13,-1,1,10,0.2,10,1,2
